Tau ThT inhib: inhibitors of human tau fibril formation, thioflavin T binding. P10636. recombinant tau K18 P301L, heparin-induced fibrillization, ThT fluorescence. Potency, µM (top dose mostly 57.4 µM), inactives show at the top dose activity, negative = inhibition, most hits filed as inhibitors. hit rate 2.1% among 270,000; note: % is set by controls: 0 for no effect and ±100 for the full control effect; nearly all actives have a fitted effect of over 55% in size
Target sequence (P10636 561-689 P618L limits assumed): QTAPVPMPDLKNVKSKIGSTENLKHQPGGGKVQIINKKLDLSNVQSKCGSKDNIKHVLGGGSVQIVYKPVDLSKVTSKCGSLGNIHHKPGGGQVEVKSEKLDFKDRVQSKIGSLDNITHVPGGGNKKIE
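Heparin-induced (20 uM) aggregation of recombinant human K18 P301L tau, 15 uM unlabeled with 0.24 uM labeled, pH 7 acetate buffer, 6 hr at 37 C with compound. Fibrils quantified by 30 uM ThT fluorescence after 1 hr ambient incubation.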
ALDH1A1 inh: blocks purified human ALDH1A1 activity. P00352. Purified ALDH1A1, NADH fluorescence, propionaldehyde substrate. Potency, µM (doses to about 75.3 µM), without a hit: at the highest dose activity, negative = inhibition, actives largely listed as inhibitors. hit rate 7.3% among 220,000. AID 1030; active = well fitted inhibition curve with a large enough effect, not every such curve was filed as active; inconclusive = small, poorly fitted or top-dose-only effect, or another doubt; inactive = no such curve, though single readings can be large or run the other way;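 note: plate controls were no enzyme wells and a reference inhibitor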
Target sequence (P00352 whole entry, looked up): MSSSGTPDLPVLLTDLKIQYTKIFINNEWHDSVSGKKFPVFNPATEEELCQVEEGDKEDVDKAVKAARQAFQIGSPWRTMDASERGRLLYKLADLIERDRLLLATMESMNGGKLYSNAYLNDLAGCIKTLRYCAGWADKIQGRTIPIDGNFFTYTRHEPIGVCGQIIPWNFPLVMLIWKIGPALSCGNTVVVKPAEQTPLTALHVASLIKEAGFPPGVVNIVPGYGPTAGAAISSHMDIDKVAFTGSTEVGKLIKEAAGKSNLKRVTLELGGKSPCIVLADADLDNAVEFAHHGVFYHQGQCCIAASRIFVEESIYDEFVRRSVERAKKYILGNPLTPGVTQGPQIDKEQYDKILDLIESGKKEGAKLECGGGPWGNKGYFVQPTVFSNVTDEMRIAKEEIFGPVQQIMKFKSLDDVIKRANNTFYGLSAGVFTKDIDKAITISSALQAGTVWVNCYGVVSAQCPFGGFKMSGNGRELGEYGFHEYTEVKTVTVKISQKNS
Tau FP inhib: inhibitors of human tau fibril formation; K18 P301L tau heparin fibrillization, Alexa594 FP, 6 h; hit rate 0.39% among 280,000; Potency, µM (doses to about 57.7 µM), inactives show top-dose activity, negative = inhibition, most hits filed as inhibitors; P10636; AID 1468; note: % is set by controls: 0 for no effect and ±100 for the full control effect; nearly all actives have a fitted effect of over 55% in size
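K18 P301L tau (15 uM unlabeled/0.24 uM Alexa 594-labeled, final) + compound + heparin 20 uM final; 100 mM NaOAc pH 7; 6 hr 37 C; ThT 30 uM final added, 1 hr RT; FP ex 555/em 632 nm.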
JMJD2E inh: blocks human JMJD2E demethylase activity; Potency, µM (series often up to 57.1 µM), without a hit: at the top dose activity change, negative = inhibition, actives largely listed as inhibitors; B2RXH2; JMJD2E catalytic domain, FDH-coupled NADH fluorescence (FDH is formaldehyde dehydrogenase); hit rate 1.6% among 230,000; active = well fitted inhibition curve with a large enough effect, not every such curve was filed as active; inconclusive = small, poorly fitted or top-dose-only effect, or another doubt; inactive = no such curve, though single readings can be large or run the other way;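 note: 0% = wells with enzyme and -100% = buffer wells without enzyme; nearly all actives have a fitted effect of over 50% in size; many of its hits are not listed in these tables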
Target sequence (B2RXH2 1-337 limits assumed): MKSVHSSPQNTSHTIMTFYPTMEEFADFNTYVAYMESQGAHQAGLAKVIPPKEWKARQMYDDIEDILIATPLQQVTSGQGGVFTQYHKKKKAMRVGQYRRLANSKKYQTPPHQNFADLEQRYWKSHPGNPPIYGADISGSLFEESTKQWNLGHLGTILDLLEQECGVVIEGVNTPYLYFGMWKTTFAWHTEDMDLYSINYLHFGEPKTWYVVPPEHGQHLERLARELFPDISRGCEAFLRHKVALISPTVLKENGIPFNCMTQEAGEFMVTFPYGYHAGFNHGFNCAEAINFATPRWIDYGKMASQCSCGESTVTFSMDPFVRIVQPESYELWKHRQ
HttQ103 aggreg: reduces HttQ103-GFP aggregates in PC12 cells | PC12 HttQ103-GFP aggregates, Acumen cytometry, 40 h | Potency, µM (highest dose often 46.1 µM), for inactives: at the top dose activity change, negative = inhibition, hits mostly inhibitors | hit rate 1.1% among 220,000; note: % is set by controls: 0 for no effect and ±100 for the full control effect; nearly all actives have a fitted effect of over 60% in size
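PC12 cells with ecdysone-inducible HTT exon1 Q103-GFP, induced by 100 nM tebufenozide, given compounds in a concentration series. GFP aggregates (1–25 um, 6 SD above background) counted in lysates by laser-scanning cytometry, 488 nm excitation.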
HTT cytoprotect: cytoprotection in Huntington HTT-Q103 PC12 cell model; PC12 HTT-Q103 induced, cytoprotection, ATP luminescence, 40 h; Potency, µM (titrated, usually from 56.4 µM), for inactives: cytoprotection (ATP increase), usual class: activators; hit rate 0.14% among 230,000; AID 1471;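 note: % of control where 0% means no effect; nearly all actives have a fitted effect of over 45% in size; toxic huntingtin expression switched on by the ecdysone agonist tebufenozide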
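ATP quantification (ATPlite) reports survival of PC12 cells in which tebufenozide, 100 nM final, switches on Htt exon 1 with 103 glutamines linked to GFP; compounds are titrated.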
Tau fluor cs: counter-screen for tau fibril formation inhibitors. tau K18 P301L (four-repeat tau fragment) Alexa594 fluorescence, heparin fibrillization. Potency, µM (doses to about 57.7 µM), inactives show top-dose activity change, negative = decrease. hit rate 0.93% among 280,000; note: % is set by controls: 0 for no effect and ±100 for the full control effect; nearly all actives have a fitted effect of over 55% in size
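Human K18 P301L tau (15 uM unlabeled plus 0.24 uM Alexa 594-labeled, final) in 100 mM sodium acetate pH 7 was mixed with compound and 20 uM heparin and incubated 6 hr at 37 C.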
SMN2 splice enh: enhancers of SMN2 splice variant expression. hit rate 2.8% among 210,000. Potency, µM (titrated, usually from 46.1 µM), without a hit: top-dose activity change, positive = activation, most hits filed as activators. AID 1458. HEK293 SMN2-luciferase splicing reporter, luminescence, 30-36 h; note: % of control where 0% means no effect; nearly all actives have a fitted effect of over 55% in size
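HEK293 cells carry an SMN2 […]–luciferase reporter in which exon 7 inclusion puts luciferase in frame. Cells were plated 10-12 h before compound addition, then incubated 30-36 h at 37C. ONE-Glo luminescence was read; sodium butyrate at 4.5 mM final served as control.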
An asterisk follows results filed as active; ? = inconclusive; . = not tested or not shown; [ ] = another dose, or the depositor's remark. Unless noted, calls come from the whole dose curve; as a rule, active = well fitted curve in the direction sought with a large enough effect; inconclusive = small, poorly fitted or top-dose-only effect, or another doubt; inactive = no such curve, though single readings can be large; an effect the other way counts as inactive or inconclusive. Potency is the fitted concentration of half-maximal effect. The list is partial. The share of hits here may be higher or lower than overall.

SMILES	Tau ThT inhib	ALDH1A1 inh	Tau FP inhib	JMJD2E inh	HttQ103 aggreg	HTT cytoprotect	Tau fluor cs	SMN2 splice enh
CCCOC(=O)Nc1cc(OC)ccc1[N+](=O)[O-]	-4%	-5%	-6%	2%	-1%	-33%[inhibitor]	-7%	-29%
CCOC(=O)C1CCCN(C(=O)CN2CCN(Cc3ccc(Cl)cc3)C2=O)C1 (stereo unspecified)	-7%	-5%	1%	-4%	-5%	-9%	-3%	-10%
O=C(O)CCC(=O)N1CCCC1C(=O)O (stereo unspecified)	-5%	-3%	-3%	1%	.	.	-6%	-12%
NNC(=O)c1ccc(COCC(F)(F)F)cc1	-14%	?	5%	13%	-4%[9.22 µM]	13%[10 µM]	-5%	.
COc1cccc(NC(=O)CCNC(=O)Cn2cnc3ccccc3c2=O)c1	8%	.	-3%	.	.	.	3%	-3%
O=C(O)c1ccccc1NS(=O)(=O)c1cccc2cccnc12	7%	12%	3%	8%	-8%	1%	8%	12%
COCCn1c(C)cc(C(=O)COC(=O)CCN2C(=O)c3ccccc3C2=O)c1C	-4%	?	6%	5%	0%	-7%[10 µM]	0%	5%
C=CCNC(=S)Nc1c(N)n(C)c(=O)n(C)c1=O	-2%	19%	-4%	-2%	9%[9.22 µM]	16%[10 µM]	-3%	.
Nc1c(S(=O)(=O)c2cccc(Cl)c2)c2nc3ccccc3nc2n1/N=C/c1ccc(O)c(O)c1	?	0%	?	?	?	-71%[inhibitor]	5.6µM*[quencher]	-14%
CC(C)CCNC(=O)CN(Cc1ccco1)C(=O)c1snc(C(N)=O)c1N	2%	?	-9%	?	-6%[9.22 µM]	6%[10 µM]	1%	.
Cn1cc(/C=N/n2cnc3scc(-c4ccccc4)c3c2=O)c2ccccc21	-2%	?	-15%	?	-19%	-107%[inhibitor][0.074 µM]	-14%	-14%
CCc1c(C)nc(N)nc1OCC(F)(F)C(F)F	-3%	4%	8%	-6%	-15%	-3%	1%	-11%
Cn1c(=O)c2c(ncn2CC(O)CNc2ccc(F)cc2)n(C)c1=O (stereo unspecified)	-13%	2%	6%	-5%	5%[9.22 µM]	13%[10 µM]	-10%	.
COc1cc(C(=O)NCc2ccc(C)cc2)ccc1OCc1c(C)noc1C	8%	-2%	2%	-9%	4%	-3%	-4%	-5%
CC(C)OC(=O)CSc1nnc(CNc2nc(-c3ccccc3)cs2)n1C	?	?	0%	1%	-6%	-7%[10 µM]	-15%	2%
Cc1ccc(CSc2nc3c(c(SCC(=O)O)n2)CCCC3)cc1	?	10%	-6%	5%	12%	-19%	3%	14%
C#CCOCCOCCOCCNc1nc(N2CCN(C(=O)[C@H](Cc3cc4ccccc4[nH]3)n3cc([C@@H](N)C(C)CC)nn3)CC2)nc(N2CCN(C(=O)[C@H](CCCCN)n3cc([C@@H](N)CC(C)C)nn3)CC2)n1 (stereo partly specified)	?	-3%	-13%	-25%	11%[9.22 µM]	17%[10 µM]	-12%	.
Cc1ccc(NC(=O)CO/N=C/c2ccc(N(C)C)cc2)cc1	?	?	11%	?	27%	?	?	-17%
CCC(=O)Nc1nc2ccc(S(C)(=O)=O)cc2s1	3%	2%	5%	-4%	-3%	19%[10 µM]	7%	35%
Cc1ccc(OCCC(=O)O)cc1	-1%	5%	-3%	3%	6%[9.22 µM]	6%[10 µM]	3%	.
Cc1cccc(C)c1NC(=O)Cn1c(=O)n(Cc2ccco2)c(=O)c2ccc(C(=O)NC3CCCC3)cc21	-1%	.	?	.	.	.	-10%	-3%
Cc1cccc(-c2noc(CCCC(=O)Nc3cccnc3)n2)c1	-6%	2%	-10%	-1%	-3%	18%	-16%	15%
O=C(N/N=C/C=C/c1ccc([N+](=O)[O-])cc1)C1COc2ccccc2O1 (stereo unspecified)	4.5µM*	25µM*	5%	-1%	21%	1%[10 µM]	16µM*[quencher]	-32%[inhibitor]
CCOC(=O)c1cc2cc([N+](=O)[O-])cc(OC)c2oc1=O	?	0%	2%	12%	.	.	3%	-2%
CCN1CCN(C(CC(C)C)c2nnnn2CS(=O)(=O)c2ccc(C)cc2)CC1 (stereo unspecified)	0%	17%	2%	?	12%[9.22 µM]	7%[10 µM]	-9%	.

Next part; it opens with the three that closed the last part.
SMILES	Tau ThT inhib	ALDH1A1 inh	Tau FP inhib	JMJD2E inh	HttQ103 aggreg	HTT cytoprotect	Tau fluor cs	SMN2 splice enh
O=C(N/N=C/C=C/c1ccc([N+](=O)[O-])cc1)C1COc2ccccc2O1 (stereo unspecified)	4.5µM*	25µM*	5%	-1%	21%	1%[10 µM]	16µM*[quencher]	-32%[inhibitor]
CCOC(=O)c1cc2cc([N+](=O)[O-])cc(OC)c2oc1=O	?	0%	2%	12%	.	.	3%	-2%
CCN1CCN(C(CC(C)C)c2nnnn2CS(=O)(=O)c2ccc(C)cc2)CC1 (stereo unspecified)	0%	17%	2%	?	12%[9.22 µM]	7%[10 µM]	-9%	.
O=c1oc(Nc2ccccc2F)nc2ccccc12	?	20µM*	?	4%	?	-56%[inhibitor]	-19%	.
Cc1nc2scc(-c3cccs3)c2c(=O)n1-n1cccc1	-14%	?	-5%	-4%	17%	-14%	-7%	-4%
CC(=O)c1ccc(OCCCC(=O)N2CCN(S(=O)(=O)c3cccs3)CC2)cc1	-12%	-3%	-5%	0%	-21%	-61%[inhibitor]	-7%	-24%
COc1cccc2cc(-c3nnc(-c4ccccc4)o3)c(=O)oc12	?	-3%	4%	5%	9%[9.22 µM]	-3%[10 µM]	-4%	11µM*
COc1ccc(NC(=O)C2CCC(CNS(=O)(=O)c3ccc(Br)s3)CC2)c(OC)c1 (stereo unspecified)	-9%	.	-5%	.	.	.	-18%	-24%
COc1cc(C)nc(OCCNC(=O)COc2ccc(Cl)cc2Cl)n1	-12%	5%	3%	-2%	-8%	-28%	-6%	17%
COC(=O)c1oc2ccc(Br)cc2c1NC(=O)c1ccccc1	-2%	?	-3%	?	-10%	-46%[inhibitor]	-9%	6%
CCCc1nc(SCC(=O)N2CCC(C)CC2)c2c(=O)n(C)c(=O)n(C)c2n1	.	.	4%	13%	-14%[9.22 µM]	11%[10 µM]	4%	.
O=[N+]([O-])c1cc(C(F)(F)F)ccc1NCCCCNS(=O)(=O)c1ccc2ccccc2c1	?	4%	6%	-4%	?	-9%	?	-25%
CCOc1ccc(CN2CCCC(CNC(=O)c3ccc(F)cc3)C2)cc1CO (stereo unspecified)	-3%	2%	-4%	3%	-8%[9.22 µM]	-5%[10 µM]	3%	-14%
Cc1[nH]c(=O)[nH]c(=O)c1/C=N/NC(=O)[C@@H](NC(=O)OC(C)(C)C)C(C)C	-4%	1%	-12%	-7%	2%	0%	-4%	-1%
Cc1cc(OCC(=O)OCC(=O)Nc2cc(C(F)(F)F)ccc2N2CCOCC2)ccc1Cl	-10%	6%	-6%	6%	-9%	4%[1.9 µM]	-26%	7%
Fc1ccccc1CNc1ccc(Cl)c(Cl)c1	-12%	-4%	-9%	0%	-15%	14%	?	-25%
COC(=O)c1cc(NC(=O)c2cccc(C(F)(F)F)c2)c(=O)oc1C/C=N/OCc1cccc(Cl)c1Cl	?	6%	-5%	20µM*	-13%	23%	-26%	5%
CCN(CC)C(=O)C(=O)c1cn(CC(=O)NCC2CCCO2)c2ccccc12 (stereo unspecified)	2%	-5%	0%	3%	-31%	-8%	1%	.
CCC(=O)NC(=S)Nc1ccc(OC)cc1OC	0%	5%	2%	8%	6%	26%[10 µM]	1%	-7%
O=C(CSCc1ccccn1)Nc1ccccc1	-10%	7%	3%	-1%	5%	7%[10 µM]	-1%	16%
O=C(Nc1ccc(NC(=O)c2ccco2)cc1)c1cnccn1	?	25µM*	1%	-1%	14%	-62%[inhibitor]	-7%	13%
NCC1OC(n2cnc3c(=O)[nH]c(N)nc32)C(O)C1O (stereo unspecified)	-3%	-2%	-3%	?	.	.	-5%	2%
COC(=O)C/C=C\[C@@H](C)[C@@H](/C=N\OCC[C@H]1C=C[C@H](OC(C)=O)[C@@H](COC(C)=O)O1)NS(=O)(=O)c1ccc(C)cc1	-16%[11.5 µM]	-9%[13.5 µM]	-12%[11.6 µM]	.	.	-5%[10 µM]	-28%[11.6 µM]	.
CCOC(=O)C1=C(O)/C(=C/c2ccccn2)SC1=Nc1ccc(Cl)cc1	-8%	2%	0%	-6%	-20%	8%[10 µM]	-5%	-26%
CN(C)Cc1ccccc1-c1ccc2ncnc(NCc3ccccc3)c2c1	-10%	-1%	-1%	-4%	.	-15%	-11%	-10%
O=C(C1Cc2ccccc2CN1S(=O)(=O)c1ccc(F)cc1)N1CCOCC1 (stereo unspecified)	-9%	10%	8%	2%	-5%	2%	-9%	-5%
COc1cccc(NC(=O)Cn2c(-c3nonc3N)nc3ccccc32)c1	-6%	.	-12%	.	.	.	-14%	7%
CCc1nc(NCCN2CCOCC2)c(C#N)c2c1CCCC2	-7%	-7%	2%	3%	-2%	5%	-1%	-15%
Following part:
SMILES	Tau ThT inhib	ALDH1A1 inh	Tau FP inhib	JMJD2E inh	HttQ103 aggreg	HTT cytoprotect	Tau fluor cs	SMN2 splice enh
O=c1c(C=NCC2CCCO2)c(-c2ccccc2)[nH]n1-c1ccc([N+](=O)[O-])cc1 (stereo unspecified)	?	.	?	18%	23%[9.22 µM]	21%[10 µM]	?	.
COc1ccc(NC(=O)C2OCCc3ccccc32)c(OC)c1 (stereo unspecified)	-4%	-10%	-9%	-7%	-19%	-9%	-8%	-11%
COC(=O)c1ccccc1S(=O)(=O)N1CCC(C(=O)OC(C)C(=O)NC(N)=O)CC1 (stereo unspecified)	-1%	-2%	3%	14%	-12%	6%	6%	3%
CCc1ccc(-c2nc3ccc(Br)cc3c(C(=O)O)c2C)s1	-14%	.	1%	.	.	.	-9%	?
COc1ccc(C2SCCN2S(=O)(=O)c2ccc(NC(C)=O)cc2)cc1 (stereo unspecified)	-10%	-12%	?	6%	2%	8%	-29%	-20%
Cc1ccc(SCC(=O)Nc2nccs2)cc1	-13%	-1%	-8%	-27%	6%	7%	-13%	10%

From PubChem BioAssay
